Source: PubChem BioAssay
MCL1-BIM inh – MCL1-BIM-BH3 interaction inhibition (human) | Q07820 | GST-MCL1 / FITC-Bim-BH3 fluorescence polarization | inhibition, % at 10.9 µM | actives 0.68% (n = 320,000);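 active = inhibition above the mean inhibition of all tested compounds plus 3 SD, set per campaign, cut at about 40% in these data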;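 also: 0% = DMSO wells and 100% = unlabeled Bim-BH3 peptide control; higher means more loss of mP so more displacement of Bim peptide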
PME-1 primary – PME-1 (human) inhibition; inhibition, % at 5.9 µM; actives 0.53% (n = 320,000); recombinant PME-1, FP-Rh probe fluorescence polarization; AID 2130;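 active = inhibition above the campaign mean of all compounds plus 3 SD, cut at about 26% in these data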;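 also: competitive labeling of PME-1 active site by serine hydrolase directed probe; 0% = PME-1 with DMSO and 100% = wells lacking PME-1 enzyme; inhibitors block probe labeling so polarization falls and inhibition rises; many of its hits are not listed in these tables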
PAFAH1B2 inh – inhibitors of human PAFAH1B2 | P68402 | recombinant PAFAH1B2, FP-rhodamine activity probe, fluorescence polarization | inhibition, % at 3.39 µM | actives 1.2% (n = 340,000);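 active = inhibition above the mean of all tested compounds plus 3 SD, cut at about 24% in these data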;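 also: 0% = enzyme with DMSO and 100% = wells lacking PAFAH1B2; many of its hits are not listed in these tables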
pPAFAH inh – pPAFAH (human) enzyme inhibition. Q13093. recombinant pPAFAH, FP-rhodamine probe fluorescence polarization. inhibition, % at 3.39 µM. actives 1.5% (n = 330,000);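 active = inhibition above the mean inhibition across the screen plus 3 SD, cut at about 25% in these data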;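 also: inhibitors block binding of the rhodamine activity-based probe so polarization drops; 0% = enzyme with DMSO and 100% = wells lacking pPAFAH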
Target sequence (Q13093 whole entry, looked up): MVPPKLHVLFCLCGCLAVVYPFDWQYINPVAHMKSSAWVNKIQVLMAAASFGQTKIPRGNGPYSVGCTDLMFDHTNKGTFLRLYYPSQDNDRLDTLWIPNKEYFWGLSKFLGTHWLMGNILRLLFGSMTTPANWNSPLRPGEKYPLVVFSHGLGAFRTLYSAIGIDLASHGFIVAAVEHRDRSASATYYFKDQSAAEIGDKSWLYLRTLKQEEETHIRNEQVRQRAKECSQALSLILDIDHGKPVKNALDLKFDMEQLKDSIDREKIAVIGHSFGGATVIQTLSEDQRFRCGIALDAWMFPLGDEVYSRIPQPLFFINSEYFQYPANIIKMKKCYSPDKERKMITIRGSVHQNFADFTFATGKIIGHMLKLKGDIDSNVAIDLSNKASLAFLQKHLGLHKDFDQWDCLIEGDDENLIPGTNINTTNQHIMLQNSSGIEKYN
Bcl-xL primary – Bcl-xL (human) inhibition; inhibition, % at 10.9 µM; Q07817; actives 0.7% (n = 320,000); GST-Bcl-xL / FITC-Bim BH3 peptide fluorescence polarization; AID 2129;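 active = inhibition above the mean of all tested compounds plus 3 SD, cutoff set per campaign, cut at about 30% in these data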;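 also: 0% = DMSO wells and 100% = unlabeled Bim-BH3 peptide competitor; inhibitors lower millipolarization by displacing the labeled peptide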
GLD-1 TGE inh – GLD-1-TGE RNA interaction inhibition (C. elegans) | inhibition, % at 5.96 µM | Q17339 | purified GLD-1 + fluorescein TGE RNA, fluorescence polarization | actives 0.44% (n = 320,000) | AID 2280;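 active = percent inhibition above a per-plate cutoff, the plate mean of test compounds plus 3 SD, cut at about 30% in these data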;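 also: 0% = DMSO wells with GLD-1 and probe and 100% = wells lacking GLD-1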
Target sequence (Q17339 whole entry, looked up): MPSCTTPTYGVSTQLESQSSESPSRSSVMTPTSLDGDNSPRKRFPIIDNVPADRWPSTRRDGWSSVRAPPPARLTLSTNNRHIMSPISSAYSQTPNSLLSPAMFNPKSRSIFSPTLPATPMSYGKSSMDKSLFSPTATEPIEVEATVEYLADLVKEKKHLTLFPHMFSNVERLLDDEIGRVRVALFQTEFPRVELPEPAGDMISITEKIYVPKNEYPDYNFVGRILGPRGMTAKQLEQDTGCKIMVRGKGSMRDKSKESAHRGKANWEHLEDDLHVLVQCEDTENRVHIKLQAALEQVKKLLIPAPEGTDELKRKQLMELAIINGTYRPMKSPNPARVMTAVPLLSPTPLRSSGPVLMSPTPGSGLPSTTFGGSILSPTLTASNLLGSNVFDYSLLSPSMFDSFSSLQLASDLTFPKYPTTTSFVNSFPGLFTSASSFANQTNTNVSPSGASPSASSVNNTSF
AHR activator – human AHR activation. P35869. AHR-responsive luciferase reporter cells, luminescence. activation, % at 5 µM. actives 2.5% (n = 320,000). AID 2796; in the data active = activation above about 47%;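 also: 0% = vehicle wells and 100% = reference agonist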
MEX-5 binding – C. elegans MEX-5 TCR-2 RNA binding activity; Q9XUB2; MEX-5/FITC-TCR2 RNA binding, fluorescence polarization; active compounds read low; actives 0.38% (n = 300,000); activity score (negative = inhibition of binding), % at 10 µM;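 active = inhibition past about -25% in most replicates, and total fluorescence under double the plate's negative control median, limit read from the data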;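 also: 0% = DMSO and -100% = 5 µM competing unlabeled TCR2 RNA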
Fam108B counter – Fam108B inhibition, counter-screen for RBBP9 inhibitors; inhibition, % at 9.51 µM; actives 0.33% (n = 300,000); recombinant Fam108B, FP-Rh probe fluorescence polarization;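 active = inhibition above the screen mean inhibition plus 3 SD, computed separately per campaign, cut at about 18% in these data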;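 also: inhibitors lower polarization as less probe binds the enzyme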
An asterisk follows results filed as active; . = not tested or not shown. This is a subset; count on the stated rates, not on these rows.

smiles	AHR activator	PME-1 primary	GLD-1 TGE inh	Fam108B counter	MCL1-BIM inh	pPAFAH inh	PAFAH1B2 inh	MEX-5 binding	Bcl-xL primary
O=C(CCCN1C(=O)/C(=C/c2ccccc2Cl)SC1=S)NNC(=O)c1ccccc1	-7	3	1	-4	-5	32*	0	-4.9	2
O=C(Cc1nc2ccccc2[nH]1)NCc1ccco1	4	0	-9	3	11	0	2	1.3	9
CN(C)C(=O)N1CCN(C(=O)N2CCOCC2)CC1	2	0	101*	1	139*	-3	-1	0.9	158*
COc1ccc(Cl)cc1N1C(=O)CC(N2CCc3ccccc32)C1=O (stereo unspecified)	7	6	4	-1	5	13	1	-0.5	5
CC(=O)N1CCCc2cc(S(=O)(=O)N3CCCC(C(=O)Nc4cccc(F)c4)C3)ccc21 (stereo unspecified)	0	1	3	-1	-5	19	2	-2.4	-3
COC(=O)C1CCN(C(=O)COc2cc3sc(C)nc3c3sccc23)CC1	12	1	5	-1	1	10	2	-2.8	3
CC(=O)c1c(Cl)nc2ccc(Br)cc2c1-c1ccccc1	-1	-7	2	-2	1	0	1	-1.0	0
O=C(COc1cccc2cccnc12)NCc1cccs1	34	11	-7	7	6	3	3	0.2	7
Cc1ccccc1C(=O)NCCCNC(=O)c1ccco1	-1	-4	-2	5	-2	-2	6	-0.1	6
O=C(N/N=C/c1ccccc1O)C1SCCCS1	3	-1	0	-5	-1	-4	8	2.3	3

Single records, from the list above. Screens in order: AHR activator, PME-1 primary, GLD-1 TGE inh, Fam108B counter, MCL1-BIM inh, pPAFAH inh, PAFAH1B2 inh, MEX-5 binding, Bcl-xL primary
CN(C)C(=O)N1CCN(C(=O)N2CCOCC2)CC1 in the list: 2, 0, 101*, 1, 139*, -3, -1, 0.9, 158*
CC(=O)N1CCCc2cc(S(=O)(=O)N3CCCC(C(=O)Nc4cccc(F)c4)C3)ccc21 (stereo unspecified) in the list: 0, 1, 3, -1, -5, 19, 2, -2.4, -3

(listing goes on)
smiles	AHR activator	PME-1 primary	GLD-1 TGE inh	Fam108B counter	MCL1-BIM inh	pPAFAH inh	PAFAH1B2 inh	MEX-5 binding	Bcl-xL primary
O=C(Nc1cccc(O)c1)c1ccc(Br)c(S(=O)(=O)N2CCCCC2)c1	4	-2	6	1	-4	5	4	0.0	3
COc1ccc(-c2nnc(SCC(=O)Nc3cccnc3Cl)n2C)cc1	3	1	2	-1	-21	-2	1	-5.2	-25
CC(C)Oc1ccc(/C(O)=C2/C(=O)C(=O)N(CCN3CCNCC3)C2c2ccc(C(C)C)cc2)cc1 (stereo unspecified)	1	-2	-6	-3	6	-1	2	-0.7	2
Nc1ccccc1Nc1c(F)c(F)nc(F)c1Cl	4	5	-2	10	1	-1	-1	-1.0	3
O=C(COc1cc2oc(=O)c3c(c2cc1Cl)CCC3)NCC(O)c1ccccc1 (stereo unspecified)	-1	-6	2	-2	1	2	0	0.2	1
COc1ccc(CCNC(=O)c2nnn(-c3ccccc3OC)c2N)cc1OC	6	1	-2	-1	0	-3	-3	0.1	7
Cc1cc(C)c2nc(C(F)(F)F)nc(N3CCN(C(=O)c4ccco4)CC3)c2c1	-1	-4	-4	-2	5	-1	3	1.7	7
CC(=O)c1c(O)cc(C)n(Cc2ccccc2)c1=O	-1	3	6	2	1	4	4	1.2	1
Cc1ccccc1Cn1cc(NC(=O)c2cc(C3CC3)on2)cn1	74*	0	3	1	2	0	4	3.2	0
O=C(NCCc1ccc(Cl)cc1)C1CCN(c2cnccn2)CC1	2	8	2	3	11	0	12	-1.9	7
Cn1cc(CC(=O)NCc2ccc(F)cc2)c2ccccc21	7	4	-1	0	11	1	1	0.2	7
COc1ccc(CNC(=O)CCCCCNC(=O)N2CCn3c2nc2ccccc23)cc1	4	-4	-3	3	7	5	2	0.1	2
CCN(CC)C(=O)Cn1c(=O)n(CCC(=O)Nc2ccc(F)cc2)c(=O)c2sccc21	0	-5	-1	5	9	-1	-2	1.1	12
CCCNC(=O)NC(=O)CSc1ccc(C)cc1C	-1	3	-1	8	3	2	7	-2.0	4
COCC1CCN(C(=O)CCc2nnc(CCCCc3ccccc3)o2)CC1	0	1	4	2	-7	4	2	1.2	0
N#Cc1cc([N+](=O)[O-])ccc1NC(=O)COC(=O)CC1CCCC1	6	9	3	7	4	10	.	-1.7	4
CC(=O)c1sc(NC(C)c2ccccc2)nc1C (stereo unspecified)	-3	1	1	-2	5	1	15	0.6	-3
CC(C)c1ccc(/C=C2\SC(=O)N(CC(=O)NC3CCS(=O)(=O)C3)C2=O)cc1 (stereo unspecified)	2	-6	10	-6	7	11	1	5.6	-2
CN(C)C(=O)c1cccn(Cc2ccc(C(F)(F)F)cc2)c1=O	1	-3	-3	0	5	4	0	1.1	0
Cc1nc2c(-c3ccc(F)cc3)c(C)nn2c(C)c1CCC(=O)N1CCN(c2ccccc2)CC1	3	-3	4	3	4	3	-1	-1.7	6
C/C=N/NC(=O)CCCC(=O)N/N=C/C	16	-1	9	-4	6	-1	1	1.7	2
O=C(NCc1cccnc1)/C(=C/c1ccc(-c2cccc(Cl)c2)o1)S(=O)(=O)c1ccccc1	-8	-22	2	-11	11	16	0	0.9	9
CC1CCN(c2ccc(S(=O)(=O)NC3=NCCCCC3)cc2[N+](=O)[O-])CC1	4	4	1	0	1	7	-1	-0.9	1
COc1cc(CNc2ccc(CNc3ncn[nH]3)cc2)ccc1OCc1ccccc1	0	0	1	2	3	10	-4	1.0	7
O=C(NCC(c1ccco1)N1CCc2ccccc21)c1ccccc1Br (stereo unspecified)	2	4	7	2	9	7	-1	-0.4	7
O=C(CNC(=O)Cc1ccccc1)NCC(=O)OCC(=O)c1ccc(F)cc1	3	-4	9	2	-1	4	3	3.0	2
COc1ccc(OC)c(C(c2nnnn2CC2CCCO2)N2CCN(C3CCCC3)CC2)c1 (stereo unspecified)	3	4	-2	-2	0	1	1	-7.2	12
COc1ccc(S(=O)(=O)n2ccc(C)n2)cc1C	-2	0	-2	2	1	2	3	2.0	1
CCCCN(C(=O)CSc1nnc(-c2ccc(OC)cc2)n1C(C)C)c1c(N)n(Cc2ccccc2)c(=O)[nH]c1=O	-4	5	-2	-4	-11	2	0	-2.2	1
Cc1ccc(S(=O)(=O)NC(=O)Nc2c(C)cccc2C)cc1	-3	1	2	0	3	-3	7	4.0	1
CC(=O)N1CCN(CC(=O)Nc2ccc(SC(F)F)cc2)CC1	-1	1	-2	3	-18	1	-2	1.5	-6
CC1(C)c2ccccc2N2CC(=O)N[C@@]21/C=C/C=C/c1ccccc1	-1	4	9	4	2	2	-2	2.8	-4
COC(=O)COc1ccccc1/C=C1/NC(=O)NC1=O	-1	-4	6	1	-3	4	8	0.4	3
O=C(/C=C/c1ccccc1)OCc1cncs1	1	2	0	-1	-11	3	2	-1.5	-2
Cc1cccc(-c2nc(CN3CCN(Cc4cccc(F)c4)CC3)c(C)o2)c1	5	-6	-2	-5	-1	2	4	2.0	2
Nc1nc(SCC(=O)Nc2ccccc2Sc2ccc(Cl)cc2)n[nH]1	0	4	2	0	-1	7	0	-0.8	3
CC(C)Oc1ccc(CN2CCCC(CO)(Cc3ccccc3)C2)cc1CO (stereo unspecified)	0	-2	5	-3	10	2	7	3.1	-4
COC(=O)C1=C2SC(C)C(=O)N2C(N)=C(C#N)C1c1cc(OC)c(OC)c(OC)c1 (stereo unspecified)	0	-3	-2	-2	8	5	7	0.4	8
COc1ccc(-c2nnc(NC(=O)CSc3ccc(Cl)cc3)s2)cc1OC	-2	-2	-4	-2	3	-2	-27	0.5	3
COc1cccc(N=C2NC(=O)/C(=C/c3cc([N+](=O)[O-])ccc3O)S2)c1	0	-7	-8	19*	-55	25	27*	-2.3	-19
O=C(Nc1ccc(F)cc1F)c1ccc2c(c1)OCCO2	-5	-2	6	2	8	6	0	3.5	3
CCOC(=O)C(NCc1ccccc1)(NC(=O)c1ccccc1)C(F)(F)F (stereo unspecified)	1	-3	-5	-3	-2	1	3	0.1	3
COC(=O)C(C)Sc1ccc2nnc(CCNS(=O)(=O)c3ccc(C)cc3)n2n1 (stereo unspecified)	1	-1	1	5	1	2	1	-0.8	2
CC(O)[C@H]1CN=C(N)N1CC(C)(C)C (stereo partly specified)	0	0	0	1	13	4	2	-0.3	10
COC(=O)C1CCN(c2cc(Cl)nc(N)n2)CC1	1	1	-3	-2	3	1	-5	2.1	9
CCCC(=O)C1=C(O)C(C(=O)OC)C(C)(C)CC1=NCCc1ccc(OC)c(OC)c1 (stereo unspecified)	2	-2	0	-1	-6	1	1	1.2	1
CCCCn1c(N)c(N(CCC(C)C)C(=O)CC2CCCCC2)c(=O)[nH]c1=O	-2	-8	2	0	-20	0	-4	-2.8	-7
COc1cccc(CN2CCNC(=O)C2CC(=O)N(C)C2CCOCC2)c1 (stereo unspecified)	1	-12	5	-2	11	-4	3	-2.6	10
O=S(=O)(c1ccc(Cl)s1)N1CCN(C/C=C/c2ccccc2)CC1	1	-2	-1	-1	7	0	7	3.1	3
O=S(=O)(c1cccc(-c2nnc(-c3cccnc3)o2)c1)N1CCCCC1	5	3	2	0	3	1	5	1.6	12
COc1ccc(CNC(=O)COC(=O)CN2C(=O)C3CC=CCC3C2=O)cc1 (stereo unspecified)	-3	.	6	.	.	5	4	.	.
Cc1ccccc1C(=O)OCC(=O)Nc1cccc(S(=O)(=O)NC2=NCCC2)c1	0	.	-4	.	.	-4	3	.	.

Structures shown so far that contain two or more sulfur atoms (eight):
smiles	AHR activator	PME-1 primary	GLD-1 TGE inh	Fam108B counter	MCL1-BIM inh	pPAFAH inh	PAFAH1B2 inh	MEX-5 binding	Bcl-xL primary
O=C(CCCN1C(=O)/C(=C/c2ccccc2Cl)SC1=S)NNC(=O)c1ccccc1	-7	3	1	-4	-5	32*	0	-4.9	2
COC(=O)C1CCN(C(=O)COc2cc3sc(C)nc3c3sccc23)CC1	12	1	5	-1	1	10	2	-2.8	3
O=C(N/N=C/c1ccccc1O)C1SCCCS1	3	-1	0	-5	-1	-4	8	2.3	3
CC(C)c1ccc(/C=C2\SC(=O)N(CC(=O)NC3CCS(=O)(=O)C3)C2=O)cc1 (stereo unspecified)	2	-6	10	-6	7	11	1	5.6	-2
Nc1nc(SCC(=O)Nc2ccccc2Sc2ccc(Cl)cc2)n[nH]1	0	4	2	0	-1	7	0	-0.8	3
COc1ccc(-c2nnc(NC(=O)CSc3ccc(Cl)cc3)s2)cc1OC	-2	-2	-4	-2	3	-2	-27	0.5	3
COC(=O)C(C)Sc1ccc2nnc(CCNS(=O)(=O)c3ccc(C)cc3)n2n1 (stereo unspecified)	1	-1	1	5	1	2	1	-0.8	2
O=S(=O)(c1ccc(Cl)s1)N1CCN(C/C=C/c2ccccc2)CC1	1	-2	-1	-1	7	0	7	3.1	3
